Bioassay records from PubChem.
Her2 expr inh – inhibitors of Her2 protein expression, primary screen, SKBR-3 cells, AlphaScreen, 66K library; SKBR-3 HER2 protein level, 18-24 h; stronger effect = lower value; HER2 level % of control, % at 10 µM; hit rate 0.69% among 65,000; AID 645, 2007;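 active means HER2 level under 5% of the carrier-only control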;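 further: 100% = DMSO carrier and 0% = 500 nM PU-H71 HSP90 inhibitor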
5HT1a antag – human 5-HT1a receptor antagonists, primary screen, cell-based, CHO, Ga15 NFAT-bla reporter. 5-hydroxytryptamine receptor 1A (Homo sapiens), P08908. CHO 5-HT1a Ga15 NFAT-bla reporter, antagonist mode. inhibition, % at 10 µM. hit rate 0.68% among 62,000. AID 612, 2007;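 active means inhibition above the mean of all tested compounds plus 3 SD, cut at about 43% in these data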;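 further: receptor stimulated by 5-CT agonist at 100 nM near EC80; beta-lactamase reporter measured by ratiometric fluorescence of a cleavable substrate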
MMP13 inh – human MMP13 inhibitors, primary screen, biochemical, FRET peptide cleavage; hit rate 0.07% among 65,000; AID 570, 2006; Collagenase 3 (Homo sapiens), P45452; MMP-13 fTHP FRET cleavage, Mca fluorescence; inhibition, % at 4 µM;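 active means inhibition above the mean of compound-free control plate wells plus 3 SD, cut at about 14% in these data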;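 further: 0% = DMSO wells and 100% = wells with reference MMP-13 inhibitor after basal subtraction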
S1P1 ag-PAM – S1P1 agonists and agonism potentiators, primary screen, cell-based, primary and confirmation screens, CRE-bla reporter | activation, % at 9.5 µM | AID 449, 2006 | hit rate 0.57% among 56,000 | S1P1 CRE-bla cells, forskolin, beta-lactamase FRET, potentiator mode; S1P1 agonist co-added at EC20, 2 nM; 100% = saturating reference agonist, 0% = basal;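 active means activation above a cutoff set at the mean activation of all tested compounds plus 3 SD, cut at about 54% in these data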;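 further: forskolin at 4 µM as EC80 and the EC20 agonist is SEW2871; 100% = SEW2871 at its EC100 plus forskolin at EC80; some compounds past the cut are filed as inactive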
Fluor 339 460 – intrinsic fluorescence of library compounds, ex339/em460 – biochemical, MLSMR library, data from DPM-DC assay, artefact control, profiling panel. compound autofluorescence, ex339/em460 nm, NADH buffer; stronger effect = higher value; 1 = no-compound wells, NADH background. fluorescence fold increase at 10 µM. AID 709, 2007. hit rate 5.5% among 65,000;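 active means at 10 µM, mean starting fluorescence two-fold or more over control wells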;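 further: signal is the first read of a kinetic run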
S1P3 agonist – human S1P3 receptor agonists, primary screen, cell-based, primary and confirmation, NFAT-BLA reporter; Sphingosine 1-phosphate receptor 3 (Homo sapiens), Q99500; S1P3 NFAT-BLA reporter cells, agonism, FRET ratio; relative to 1 µM S1P, basal subtracted; activation, % at 4.5 µM; hit rate 0.1% among 60,000; AID 373, 2006;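 active means activation above the screen-wide mean plus 3 SD, cut at about 4.5% in these data, passing the limit was not always enough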; further: some compounds called inactive have numbers as strong as hits
Target sequence (Q99500 whole entry, looked up): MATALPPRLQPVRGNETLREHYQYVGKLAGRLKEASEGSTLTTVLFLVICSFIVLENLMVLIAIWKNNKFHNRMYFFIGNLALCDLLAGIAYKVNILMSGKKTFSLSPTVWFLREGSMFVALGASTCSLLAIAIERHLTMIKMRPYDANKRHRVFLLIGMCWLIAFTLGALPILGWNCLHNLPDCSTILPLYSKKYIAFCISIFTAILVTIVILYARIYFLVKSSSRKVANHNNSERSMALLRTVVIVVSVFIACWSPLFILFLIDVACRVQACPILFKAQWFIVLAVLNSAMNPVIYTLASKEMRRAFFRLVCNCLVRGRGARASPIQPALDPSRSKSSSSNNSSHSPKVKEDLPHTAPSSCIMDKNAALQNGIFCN
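Assay system: CHO cells stably expressing human S1P3, Gα16 and NFAT-β-lactamase reporter. Timing: overnight plating, 4 h compound 37 °C, 2 h substrate RT. Signal: β-lactamase FRET emission ratio 460/535 nm. Measure: percent activation versus median 1 µM S1P response, basal-subtracted, per plate. Repeats: primary screen single test, confirmation screen in triplicate.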
5HT1E ag – 5-HT1E receptor agonists, primary screen, cell-based, HTS | AID 574, 2007 | CHO 5-HT1E Ga15 NFAT-bla reporter, FRET; 0% DMSO wells, 100% control agonist wells | 5-hydroxytryptamine receptor 1E (Homo sapiens), P28566 | activation, % at 6 µM | hit rate 0.69% among 65,000;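 active means activation above a set limit, the screen-wide mean activation plus 3 SD, cut at about 8.5% in these data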;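 further: 100% = positive control agonist at 1 µM giving full maximal response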
Target sequence (P28566 whole entry, looked up): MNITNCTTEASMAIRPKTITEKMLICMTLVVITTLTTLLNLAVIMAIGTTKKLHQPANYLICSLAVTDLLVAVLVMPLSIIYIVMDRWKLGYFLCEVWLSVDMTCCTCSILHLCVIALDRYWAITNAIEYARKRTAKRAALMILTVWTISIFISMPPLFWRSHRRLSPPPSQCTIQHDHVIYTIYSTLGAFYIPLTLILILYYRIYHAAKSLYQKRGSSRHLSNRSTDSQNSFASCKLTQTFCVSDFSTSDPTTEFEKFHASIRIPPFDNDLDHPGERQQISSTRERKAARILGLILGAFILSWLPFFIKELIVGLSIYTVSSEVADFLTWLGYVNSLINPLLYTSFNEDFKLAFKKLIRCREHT
A340 absorber – compound light absorbance at 340 nm, profiling panel, artefact control, biochemical, MLSMR library, data from PS, PMK, MK assays | 65,000 tested, under 10 active | fold change at 10 µM | compound absorbance at 340 nm, fold over control;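 active means at 10 µM dose, initial 340 nm absorbance at least 2 fold that of control wells; inactive means change under 2 fold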;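 further: initial absorbance extrapolated from kinetic A340 decline of NADH oxidation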
HTR1E antagonist – 5-HT1E receptor antagonists, primary screen, cell-based, HTS | inhibition, % at 6 µM | 5-hydroxytryptamine receptor 1E (Homo sapiens), P28566 | hit rate 0.99% among 65,000 | AID 571, 2007 | CHO 5-HT1E Ga15 NFAT-bla reporter, FRET, antagonist;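 active means inhibition above a set limit, the mean inhibition across every tested compound plus 3 SD, cut at about 29% in these data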;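 further: signal is the 460 over 535 nm emission ratio of beta-lactamase substrate; 0% = agonist plus DMSO wells and 100% = wells without agonist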
* marks the source's active call; other numbers are inactive results; / = no result given; [ ] = dose if it differs, or a comment.

Below each compound: Her2 expr inh	5HT1a antag	MMP13 inh	S1P1 ag-PAM	Fluor 339 460	S1P3 agonist	5HT1E ag	A340 absorber	HTR1E antagonist
> Cc1cccc(CCN(Cc2cc3cccc(C)c3[nH]c2=O)C(=O)N2CCOCC2)c1
  43.5	6.5	-4.3	-14.1	1.35	-0.8	0.0	1.05	-9.2
> Cc1ccccc1Cn1c(CN2CCN(c3ccc(F)cc3)CC2)nc2c1c(=O)n(C)c(=O)n2C
  109.7	-5.4	3.2	-6.4	1.14	-0.7	0.6	1.05	-0.4
> COc1ccc(NS(=O)(=O)c2ccc3oc4ccccc4c3c2)cn1
  77.9	1.4	0.6	/	1.14	-0.3	-0.1	1.03	2.6
> Cn1c(C(=O)OCC(=O)NCC2CCCO2)cc2sccc21 (configuration not stated)
  166.6	9.0	6.2	-1.8	1	0.4	-0.5	0.99	-0.9
> COc1ccc(Cn2c(O)cc(=O)[nH]c2=O)cc1
  174.7	/	3.9	21.8	1.09	-1.4	-0.9	1.02	-3.0
> COc1cccc(-c2nnn(CC(=O)O)n2)c1
  -22.3*	-1.9	5.2	5.9	1.01	-0.6	1.3	0.97	6.0
> Nc1nc(SCc2ccc3c(c2)OCO3)n[nH]1
  27.4	3.5	-2.3	-2.6	1.09	-0.6	-0.2	1.03	11.9
> Fc1ccccc1Cn1nnc2c(-n3ccnc3)ncnc21
  101.2	1.5	0.8	-16.0	1	-1.0	0.5	1	3.8
> CC(C)(CO)NC(=O)C(c1ccccc1)c1ccccc1
  74.5	10.7	1.6	-1.7	1.06	0.2	-1.9	1.02	1.8
> O=C1CN(S(=O)(=O)c2ccc(F)cc2)CC(=O)N1CCc1ccccc1
  76.4	11.1	2.5	1.4	1.15	-1.2	-1.0	1.02	12.5
> O=C(CSCC(=O)N1CCOCC1)Nc1ccccc1
  73.0	-11.6	5.2	-8.7	1.09	-0.5	-1.4	1.05	3.4
> COC(=O)c1c(C#N)c(N)nc2c1CCC2
  85.3	-15.4	-245.6[fluorescence artefact?]	-15.3	2.97*	0.9	0.9	1	9.8
> O=C(NCCCN1CCOCC1)C1(c2ccccc2)CCCC1
  104.5	11.7	-1.8	-6.0	1.08	-0.5	0.3	1.01	2.7
> O=C(NCc1ccco1)c1cccnc1-c1nc2ccccc2s1
  17.6	9.9	-0.4	/	1.18	-0.4	-0.1	1.04	-1.4
> O=C(NCCCN1CCCCCC1)c1ccc(N2CCCC2=O)cc1
  73.3	-12.8	7.5	/	1.06	/	-1.3	1.03	0.8
> Cc1c(NC(=O)CSc2nc3ccccc3n2C)c(=O)n(-c2ccccc2)n1C
  99.5	-7.5	-12.3	-17.3	1.03	-0.1	-0.5	1.02	-15.1
> COc1cc(S(=O)(=O)N2CCN=C2c2ccccc2)ccc1F
  79.6	-7.2	3.5	5.9	1.11	-0.3	0.0	1.06	0.4
> N#Cc1c(NC(=O)CSCC(=O)O)sc2c1CCCC2
  95.1	-0.4	2.4	-5.3	1.04	0.0	-1.4	1.02	0.7
> CC(=O)N1CCN(Cc2cc(=O)n3cc(Cl)c(C)c(Cl)c3n2)CC1
  145.9	-5.3	-2.4	-10.6	1.2	-1.1	-0.2	1.1	-1.8
> CCOCCn1c(=O)c2c(nc3n2CCN3c2ccc(CC)cc2)n(C)c1=O
  51.8	-10.0	-0.3	-12.3	1.22	-0.7	0.5	1.05	-5.9
> Cc1cc(NC(=O)CN2CCN(c3ccccc3F)CC2)nc2c1c(=O)oc1ccccc12
  69.8	-7.2	0.6	4.5	1.03	-0.6	0.5	1.07	0.8
> Cc1ccc(C)c2[nH]c(=O)c(CCNC(=O)c3ccc4c(c3)OCO4)cc12
  75.8	-13.9	-6.8	-3.0	1.39	-0.5	-0.8	1.04	-1.2
> CC(=O)N(CCO)Cc1cc2cc(C)cc(C)c2[nH]c1=O
  155.2	2.2	-2.6	-45.4	1.97	7.0	1.6	1.04	-7.4
> Cc1ccc(C)c(C(=O)CCC(=O)Nc2cccnc2)c1
  /	2.7	-10.2	0.2	1.02	-1.1	-0.4	1	-11.7
> COc1ccc(NC(=O)C2CCC(=O)N2)cc1 (configuration not stated)
  87.8	8.0	2.4	-17.8	1.09	-1.2	-0.2	1.03	-9.4
> CCOc1ccc(-c2nnc3ccc(SCc4ccc(C(=O)OC)o4)nn23)cc1
  67.7	-12.5	-9.3	-25.8	1.19	0.1	0.5	1.01	23.8
> CCOC(=O)CN1CC23C=CC(O2)C(C(=O)Nc2ccc(F)c(C)c2)C3C1=O (configuration not stated)
  71.3	-1.9	4.8	-11.1	1.03	-0.3	-0.1	0.99	-6.2
> Cc1ccc(CN2C(=O)CCC2C(=O)NCC2CCCO2)cc1 (configuration not stated)
  88.0	7.2	-0.9	-9.2	1.04	-1.0	-1.7	0.99	-0.7
> O=C(CCn1c(=O)[nH]c2ccsc2c1=O)N1CC(=O)N(CCc2ccccc2)C(=O)C1
  141.9	8.7	0.7	/	1.05	/	-0.5	1.05	14.9
> Cc1ccc(-c2nnn(Cc3nc(N)nc(N4CCOCC4)n3)n2)cc1
  122.3	-6.7	3.0	-26.3	1.13	-0.8	-0.8	1	4.0
> CCCCN(C)CCCNC(=O)c1ccc(N2CCCC2=O)cc1
  71.9	-12.6	-5.4	-25.9	1.13	-0.7	0.3	1.01	-12.3
> Cc1ccc(NC(=O)CSc2nnc(-c3ccccc3C)o2)cc1C
  140.9	-2.9	4.6	5.9	1.07	-1.5	-1.6	1.01	11.1
> CC(C)C(c1nnnn1Cc1ccco1)N1CCN(C2CCCC2)CC1 (configuration not stated)
  78.8	26.1	6.6	6.5	1.06	-0.6	-1.0	1.03	5.6
> CC(C)n1c(SCCCc2ccccc2)nc2c1c(=O)[nH]c(=O)n2C
  92.4	-138.3	5.1	-74.9	1.1	-0.3	1.7	1.03	19.4
> CC(Sc1nc(-c2ccccc2)cc(C(F)(F)F)n1)C(=O)NCCN1CCOCC1 (configuration not stated)
  81.8	-1.6	0.0	-18.7	1.09	-0.2	0.6	1.04	-5.5
> N#Cc1cn(-c2ccccc2)nc1-c1cc2ccccc2oc1=O
  100.3	-3.1	-109.0[fluorescence artefact?]	3.1	2.35*	0.3	-0.8	1.11	11.2
> O=C(Cn1c(NCCCO)nc2ccccc21)c1ccco1
  108.7	2.0	-7.4	2.7	1.08	-0.8	-1.0	1.01	12.6
> O=C(CSc1ncccn1)NCCc1ccccc1
  105.1	2.1	4.4	/	1.1	-1.1	0.6	1.03	-10.0
> COc1ccc(N2C(=O)C(Cl)=C(N(CCO)Cc3ccccc3)C2=O)cc1
  98.7	-3.1	-4.3	17.5	1.08	0.3	-0.3	1	-7.6
> Cc1ccccc1CNS(=O)(=O)c1ccc2c(c1)OCCO2
  123.1	0.6	4.6	1.0	1.04	-0.1	-1.1	0.98	7.7
> O=C(O)C1C2CCC(O2)C1C(=O)NCCC1=CCCCC1 (configuration not stated)
  85.9	-3.0	5.0	12.4	1.05	-1.2	-0.5	1.06	7.1
> CCOC(=O)Cn1c(=O)oc2cc(S(=O)(=O)N(CCN(C)C)Cc3ccccc3)ccc21
  83.9	-2.5	4.0	3.6	0.96	0.0	0.6	1.02	-1.1
> Cc1nc2c(C(=O)NCCC3=CCCCC3)c[nH]n2c(=O)c1Cl
  94.9	-3.0	-2.9	/	1.19	/	0.9	1.02	-8.7
> Cc1cc(C)n2nnnc2c1C#N
  86.7	7.9	-3.5	-23.9	1.1	-0.4	-0.2	0.96	-2.4
> CCOc1ccccc1NC(=O)Cc1ccccc1OC
  74.2	11.0	5.5	/	1.1	0.6	0.3	1.05	8.8
> Cc1ccc2c(C)nc(Nc3ncc4c(n3)CCCC4=O)nc2c1
  101.2	1.8	-3.0	/	1.15	0.2	0.1	1.11	-0.8
> COc1ccc(-c2nc(C#N)c(N3CCN(c4cccc(Cl)c4)CC3)o2)cc1OC
  119.5	2.8	2.2	-7.2	2.07*	-0.2	-0.5	1	5.7
> c1cc2c(cc1C1CCCN1)OCCCO2 (configuration not stated)
  108.5	10.9	4.1	-3.8	1.02	-1.7	-0.1	1	-0.3
> CCOc1ccc(N(CC(=O)OC)S(=O)(=O)c2c(C)noc2C)cc1
  97.7	4.3	4.7	-4.0	1.1	-0.1	0.8	1.03	-3.6
> CCOCCCNC(=O)CCNC(=O)c1cc(OC)c(OC)c(OC)c1
  75.9	-6.3	-2.4	-3.6	1.06	0.4	0.6	1	3.7
> Brc1ccccc1-c1nnc(CSc2nncn2-c2ccccc2)o1
  104.0	-13.9	-3.7	8.8	1.09	0.2	-0.3	1.01	-5.0
> COc1ccc(CNc2nc(SC)n[nH]2)cc1OC
  127.5	-10.2	7.5	/	1.06	-0.7	1.0	1.04	-5.1
> COc1ccc(C(C)N2CC34C=CC(O3)C(C(=O)O)C4C2=O)cc1 (configuration not stated)
  84.6	-7.4	-0.8	0.2	1.01	0.3	0.7	0.95	-4.8
